Pol iota inh: blocks human DNA polymerase iota activity. Q9UNA4. Pol iota fluorescent replication assay, 10 min. Potency, µM (titrated, usually from 115 µM), inactives show at the top dose activity, negative = inhibition, hits mostly inhibitors. 390,000 tested, 1% active
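Pol iota at 10 nM preincubated 15 min with compounds at room temperature; reaction started with fluorescent substrate, 50 nM final. Fluorescence read kinetically at 0 and 10 min; buffer-only wells as negative control.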
POLB inh: DNA polymerase beta (human) inhibition | P06746 | Pol beta primer extension/strand displacement, fluorescence kinetic | Potency, µM (doses to about 114 µM), for the others: top-dose activity change, negative = inhibition, usual class: inhibitors | 340,000 tested, 1.3% active | AID 485314; also: % is scaled to controls: 0 for no effect and ±100 for the full control effect
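Homogeneous kinetic assay of primer extension and strand displacement by 10 nM Pol beta, preincubated 15 min at room temperature with compound before 50 nM substrate (final) was added. Read at 0 and 10 min; four-parameter Hill fit.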
POLK inh: blocks human DNA polymerase kappa activity. Potency, µM (doses to about 107 µM), inactives show top-dose activity, negative = inhibition, hits mostly inhibitors. Q9UBT6. AID 588579. purified Pol kappa, fluorescent DNA synthesis assay, 10 min. 400,000 tested, 0.53% active; also: % is scaled to controls: 0 for no effect and ±100 for the full control effect
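Kinetic fluorescence readout at 0 and 10 min followed reaction start with substrate at 50 nM final. Beforehand, enzyme (10 nM Pol kappa) stood 15 min with compound at room temperature; buffer-only wells were negative controls.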
Apoferritin bind: candidate novel general anesthetic via apoferritin binding | Potency, µM (series often up to 77.5 µM), for the others: top-dose activity change, negative = displacement, actives largely listed as inhibitors | apoferritin/1-aminoanthracene competitive binding, fluorescence | 350,000 tested, 0.074% active; also: % is scaled to controls: 0 for no effect and ±100 for the full control effect; nearly all actives have a fitted effect of over 20% in size
Target sequence (P02791 2-175 limits assumed): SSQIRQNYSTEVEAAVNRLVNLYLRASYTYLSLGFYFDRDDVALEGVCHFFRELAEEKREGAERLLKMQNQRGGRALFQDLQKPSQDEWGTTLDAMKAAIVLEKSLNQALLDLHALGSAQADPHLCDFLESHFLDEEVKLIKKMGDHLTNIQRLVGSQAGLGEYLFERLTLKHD
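Read-out: endpoint 1-AMA fluorescence, excitation 380 nm and emission 535 nm, after compounds sit 10 min at room temperature with 10 uM horse-spleen apoferritin in 50% saturated 1-AMA/PBS. Values come from four-parameter Hill fits.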
APEX1 inh: APE1 (human) endonuclease inhibition | 350,000 tested, 0.35% active | P27695 | Potency, µM (titrated, usually from 65.8 µM), without a hit: at the top dose activity change, negative = inhibition, hits mostly inhibitors | recombinant APE1, TAMRA/BHQ-2 abasic DNA cleavage fluorescence;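 also: plate controls were vehicle for no effect and reference inhibitor for full effect; nearly all actives have a fitted effect of over 55% in size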
Target sequence (P27695 whole entry, looked up): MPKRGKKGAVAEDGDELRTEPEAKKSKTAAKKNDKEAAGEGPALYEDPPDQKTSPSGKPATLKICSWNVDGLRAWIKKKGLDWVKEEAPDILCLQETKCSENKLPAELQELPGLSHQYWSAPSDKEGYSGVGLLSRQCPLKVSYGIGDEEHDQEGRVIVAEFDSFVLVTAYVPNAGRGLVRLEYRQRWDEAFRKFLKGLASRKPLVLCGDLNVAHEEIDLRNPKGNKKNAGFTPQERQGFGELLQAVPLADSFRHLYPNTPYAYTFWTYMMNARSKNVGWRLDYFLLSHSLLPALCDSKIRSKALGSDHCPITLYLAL
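Kinetic fluorescence read (525 ex/598 em nm, three reads 60 s apart) of AP-site incision; signal = third minus first read. Enzyme 0.75 nM, dual-labelled THF duplex 50 nM, compound preincubation 15 min RT.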
BAZ2B block: blocks human BAZ2B; AlphaScreen BAZ2B-H3K14Ac peptide displacement; Potency, µM (titrated, usually from 114 µM), inactives show at the highest dose activity change, negative = inhibition, actives largely listed as inhibitors; 360,000 tested, 4.4% active; also: % is scaled to controls: 0 for no effect and ±100 for the full control effect; nearly all actives have a fitted effect of over 60% in size
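Inhibition is scored as reduced AlphaScreen emission. The BAZ2B/b-H3(5-23)K14Ac complex (50 nM each) in PBS pH 7.4, 0.01% Tween-20 meets compound (up to 110 uM) for 30 min at RT before bead addition.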
G9a inh: G9a (human) methyltransferase inhibition | AID 504332 | Potency, µM (titrated, usually from 102 µM), for inactives: at the highest dose activity, negative = inhibition, usual class: inhibitors | 350,000 tested, 8.8% active | G9a H3K9 monomethylation, AlphaScreen, 2 h; also: % is scaled to controls: 0 for no effect and ±100 for the full control effect; nearly all actives have a fitted effect of over 75% in size
Target sequence (Q96KQ7 913-1193 limits assumed): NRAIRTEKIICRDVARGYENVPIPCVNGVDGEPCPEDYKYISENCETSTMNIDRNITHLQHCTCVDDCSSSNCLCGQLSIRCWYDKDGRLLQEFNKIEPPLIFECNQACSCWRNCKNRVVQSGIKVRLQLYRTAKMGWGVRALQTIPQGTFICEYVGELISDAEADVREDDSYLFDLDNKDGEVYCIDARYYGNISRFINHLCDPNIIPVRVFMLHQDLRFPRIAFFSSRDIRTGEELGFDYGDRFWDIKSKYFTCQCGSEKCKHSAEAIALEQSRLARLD
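Signal arises when biotinylated H3K9 peptide, once monomethylated, bridges streptavidin donor and antibody-captured acceptor beads. Enzyme at 20 nM was preincubated 15 min with test compounds; peptide 500 nM and SAM 20 uM then reacted for 2 h.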
BLM inh: inhibitors of human Bloom syndrome helicase BLM; recombinant BLM DNA unwinding, fluorescence dequenching; Potency, µM (series often up to 56.1 µM), for the others: at the top dose activity change, negative = inhibition, usual class: inhibitors; 350,000 tested, 0.2% active; AID 2528;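 also: plate controls were vehicle for no effect and no enzyme for full effect; nearly all actives have a fitted effect of over 35% in size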
Pol eta inh: blocks human DNA polymerase eta activity | AID 588591 | recombinant Pol eta, fluorescent DNA replication assay | 390,000 tested, 1.2% active | Q9Y253 | Potency, µM (highest dose often 114 µM), for the others: at the top dose activity change, negative = inhibition, actives largely listed as inhibitors; also: % is scaled to controls: 0 for no effect and ±100 for the full control effect
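Pol eta at 10 nM preincubated with compounds 15 min at room temperature; reaction started with fluorescent substrate (50 nM final) and read kinetically at 0 and 10 min.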
Active calls of the source: *; u = inconclusive; x = no result given; & = joins results of further samples; [ ] = dose if it differs, or a comment. Calls follow the shape of the dose curve; as a rule, active = well fitted curve in the direction sought with a large enough effect; inconclusive = small, poorly fitted or top-dose-only effect, or another doubt; inactive = no such curve, though single readings can be large; an effect the other way counts as inactive or inconclusive. Potency is read from the fitted curve at half-maximal effect.

Pol iota inh,POLB inh,POLK inh,Apoferritin bind,APEX1 inh,BAZ2B block,G9a inh,BLM inh,Pol eta inh,mol
-22.9%,x,-21.6%,x,4.8%,9.9%,6.3%[0.501 µM],x,-13.0%,O=Cc1c[nH]c2cccc(OCc3ccccc3)c12
x,2.82µM*,x,-15.5%[15.3 µM],-1.2%[12.4 µM],12.6µM*,6.5%[2.33 µM],-16.3%[12.4 µM],x,N#Cc1ccc2c(c1)C[C@]1(c3ccsc3)Oc3c(c(=O)oc4ccccc34)C2O1
1.0%,6.0%,5.7%,-10.3%,-1.9%,3.1%,7.94µM*,3.4%,-13.6%,CNC(=S)NNC(=O)COc1cccc(C)c1C
21.7%,21.3%,-3.4%,-22.9%,15.2%,-2.0%,17.3%[59 µM],-4.1%,-12.2%,CSCCNC(=O)c1ccc(C(C)(C)C)cc1
10.7%,x,-16.4%,x,29.2%,10.3%,-20.9%,x,-9.8%,CC(C)Cc1nnc(NC(=O)CN2C(=O)C3CCCCC3C2=O)s1 (stereo unspecified)
107.1%[activator],-0.2%,-7.0%,-18.5%,-3.4%,20µM*,39.8µM*,-2.9%,-15.2%,O=[N+]([O-])c1ccccc1/C=C/C=N/N1CCCCC1
4.9%,-20.8%,-9.5%,2.2%,x,-33.1%,-42.2%[59 µM],-0.9%,5.4%,O=c1c2ccccc2n2c(-c3ccccc3F)nnc2n1CCc1ccccc1
-1.1%,-1.9%,-8.2%,7.7%,-2.7%,21.0%,-5.7%[59 µM],4.0%,3.8%,CCn1c(SCC(=O)NCCc2ccccc2)nc2c(c1=O)SC(C)C2 (stereo unspecified)
1.9%,37.9%,-6.2%,11.3%,-2.5%,-1.6%,3.3%[12.7 µM],1.0%,3.5%,O=C(O)CCC(=O)Nc1ccccc1C(=O)NC1CCCCC1
8.1%,10.0%,-10.3%,-6.1%,-3.7%,16.5%,19.9%,-1.0%,-10.8%,O=C(c1ccccc1)n1ccc(-c2cnc(-c3ccccc3)s2)n1
-4.0%,0.1%,-9.5%[60.1 µM],-7.4%,x,0.4%,7.2%[59 µM],-3.9%,-19.7%,Cc1nc(-c2ccc(Cl)cc2)sc1CCNC(=O)c1cccs1
16.2%,-0.3%,-2.0%,-1.9%,3.3%,7.5%,5.8%[59 µM],5.1%,4.4%,COc1cc(S(=O)(=O)N(C)C)ccc1F
29.5%,29.4%,0.4%,-11.5%,15.8%,-6.7%,-6.5%[59 µM],-1.7%,0.9%,COc1ccc(C2=NOC(C(=O)NCc3cccs3)C2)cc1OC (stereo unspecified)
9.4%,28.2%,-13.6%,-12.8%,17.9%,x,-4.4%[59 µM],-2.2%,7.5%,CC(=O)c1ccc(N2CCN(C(=O)c3ccc(OCc4c(C)noc4C)cc3)CC2)cc1
-13.6%,9.6%,-11.8%,-6.0%,12.2%,u,x,-9.5%,-13.0%,CCOc1ccc(NC(=S)Nc2cc(-c3ccccc3)[nH]n2)cc1
133.9%[activator],3.2%,-2.6%,-4.0%,-0.1%,1.7%,26.7%,-6.0%,-5.5%,CCOC(Cn1cc(C)c(=O)[nH]c1=O)OCC
-4.4%[58.9 µM],-17.9%,-8.0%,-6.8%,4.1%,-0.1%,14.0%[59 µM],0.2%,-10.4%,CCCC(OC(=O)CN1C(=O)COc2ccccc21)C(=O)NC1CCCC1 (stereo unspecified)
39.4%[activator],-0.5%,-5.9%,-4.0%,x,-10.9%,-6.8%[59 µM],0.0%,-16.9%,Cc1cc2c(cc1S(=O)(=O)NCc1ccccc1Cl)OCC(=O)N2
1.0%,-19.4%,-4.1%,0.9%,3.1%,3.6%,6.2%[12.7 µM],-0.7%,-4.8%,O=C(CS(=O)(=O)Cc1ccccc1)Nc1ncccn1
-5.5%,0.3%,9.1%,-6.5%,-0.2%,-3.0%,-3.5%[59 µM],-0.1%,-8.6%,CCOC(=O)/N=C(/NC(=O)Nc1ccc(C(=O)OCC)cc1)OC
8.9%,0.3%,-3.2%,-11.3%,33.8%,-0.2%,2.3%[59 µM],-2.4%,-17.6%,CC(=O)c1cccc(NC(=O)c2cccc3ccccc23)c1
-4.0%,-9.6%,-4.2%[60.1 µM],2.3%,-2.1%,-12.8%,-16.0%,-6.1%,-12.5%,NC(=O)C1CCCCc2c1[nH]c1ccc(Cl)cc21 (stereo unspecified)
3.6%[58.9 µM],-9.4%,-0.2%,3.6%,-5.0%,-18.0%,-34.6%[59 µM],66.9%[activator],-18.6%,COc1ccc2c(c1)c1ncn(CCN3CCCCC3)c(=O)c1n2C
98.8%[activator],5.5%,-24.2%,-20.7%,-13.7%,u,x,-2.9%,-7.4%,O=C(COC(=O)c1cc([N+](=O)[O-])ccc1N1CCOCC1)NCc1ccc(F)cc1
19.4%,-5.1%,3.9%,5.5%,3.0%,-3.4%,6.0%,-8.5%,-16.2%,CC(C)n1cc(/C(N)=N/O)c(=O)n(Cc2ccccc2)c1=O

As entered above:
Under Pol iota inh, CC(=O)c1ccc(N2CCN(C(=O)c3ccc(OCc4c(C)noc4C)cc3)CC2)cc1 is entered as 9.4%
Under G9a inh, Cc1nc(-c2ccc(Cl)cc2)sc1CCNC(=O)c1cccs1 is entered as 7.2%[59 µM]

Following part
Pol iota inh,POLB inh,POLK inh,Apoferritin bind,APEX1 inh,BAZ2B block,G9a inh,BLM inh,Pol eta inh,mol
54.1%&-8.2%[activator],-1.0%&4.1%,-4.5%,-6.3%&2.4%,6.1%,-38.5%,-17.6%[59 µM],1.4%&2.2%,-3.8%&-5.0%,COc1ccc(NC(=O)CSc2nccn2Cc2ccco2)c(OC)c1
20.8%,-3.8%,-4.4%,-11.1%,0.7%,-4.1%,5.0%,-4.9%,-25.8%,Cc1ccc(S(=O)(=O)NC(C)C(c2cccs2)N2CCOCC2)cc1 (stereo unspecified)
115.1%[activator],1.6%,-5.7%,39.7%[activator],0.2%,u,x,-3.0%,-7.3%,COc1ccc(C(=O)NNC(=O)c2cc3cc(OC)ccc3oc2=O)cc1
28.0%,22.2%,-1.5%,-4.4%,4.1%,-0.1%,6.6%,-0.1%,-6.0%,Cc1onc(-c2ccccc2Cl)c1C(=O)N1CCCCC1
39.1%[activator],1.5%,-0.7%,-5.8%,-12.2%,10.4%,22.6%,0.1%,-3.3%,Cc1cccc(-c2noc(C(C)NC(=O)c3ccco3)n2)c1 (stereo unspecified)
27.3%,x,-18.9%,x,18.5%,4.5%,-20.5%[59 µM],x,-7.6%,CC1CCCC(NC(=O)CSc2nncs2)C1C (stereo unspecified)
85.3%[activator],-7.9%,-5.0%,-12.7%,2.8%,3.7%,x,-5.4%,-8.8%,Cc1ccccc1CC1(CO)CCCN(C(=O)c2cc(Cl)ccc2F)C1 (stereo unspecified)
8.4%,x,-9.7%,x,19.5%,-3.6%,12.3%[59 µM],x,-0.1%,CN(C)C(CNC(=O)CCNC(=O)c1ccc(Cl)cc1)c1ccco1 (stereo unspecified)
5.0%,0.7%,0.1%,u,-5.1%,u,79.4µM*,-1.5%,5.2%,Cc1noc(NS(=O)(=O)c2ccc(N/C=C/C(=O)c3ccc4c(c3)OCO4)cc2)c1C
-14.0%,2.5%,0.6%,-6.9%,-2.2%,0.4%,-0.4%[59 µM],-4.2%,-0.3%,COc1ccccc1NC(=O)Cc1cccs1
u,0.0%,2.0%[60.1 µM],-5.8%,x,-10.3%,u,0.6%,2.5%,CC(C)c1cnc2c(c1SCC(=O)N1CCCCC1)c(=O)n(C)c(=O)n2C
29.5%,x,-17.3%,x,12.6%,8.0%,u,x,-20.2%,COCCCn1c(SC(C)C(=O)Nc2c(C)n(C)n(-c3ccccc3)c2=O)n[nH]c1=O (stereo unspecified)
17.4%,x,-2.6%,x,44.6%,-2.9%,15.8µM*,x,-15.0%,CC(C)Oc1ccc(S(=O)(=O)N2CCOCC2)cc1NC(=O)CC1OC(=O)c2ccccc21 (stereo unspecified)
16.8%,x,-14.9%,x,26.8%,x,x,x,5.0%,O=C1CN(C(=O)COC(=O)COc2ccccc2)c2ccccc2N1
166.4%[activator],-0.1%,-9.5%,-5.4%,2.2%,3.4%,3.9%[59 µM],1.7%,-11.4%,O=C(NC(Cc1ccccc1)C(=O)O)/C(=C/c1ccccc1)NC(=O)c1ccccc1 (stereo unspecified)
3.1%,-11.8%,-12.8%,-7.2%,x,-15.8%,-18.2%[59 µM],-8.5%,-16.7%,CC(C)c1ccc(NC(=O)CN2C(=O)CSc3ccc(S(=O)(=O)N4CCCC4)cc32)cc1
113.3%[activator],-14.9%,-7.7%,-11.5%,3.6%,25.1µM*,x,u,-23.3%,Oc1ccccc1Nc1nc(NCc2ccccc2)c2ccccc2n1
-12.6%,x,12.6%,x,3.8%,-4.7%,-12.7%[2.33 µM],x,4.3%,CN(C)S(=O)(=O)c1ccc(Cl)c(NC(=O)CN2C(=O)NC3(CCc4ccccc43)C2=O)c1 (stereo unspecified)
23.0%,-1.0%,12.7%,-10.5%,x,1.1%,-3.2%[59 µM],-4.5%,x,CCOc1ccc(-n2c(=O)c3c(C)c(C)sc3n(CC(=O)N3CCC(C)CC3)c2=O)cc1
22.8%,5.1%,7.4%,-8.8%,11.1%,4.7%,10.3%[59 µM],0.9%,-5.6%,COc1ccc(C(=O)NC(C(=O)NCC(=O)Nc2c(C)cccc2C)C(C)C)cc1 (stereo unspecified)
35.2%[activator],23.2%,-8.9%[60.1 µM],-2.0%&-5.1%,1.6%&7.1%,3.2%,10.1%,-13.6%&5.1%,-10.0%,O=c1cc(-c2ccc(O)cc2)oc2ccc(O)cc12
58.0%[activator],-1.0%,-2.4%,-5.1%,1.4%,2.0%,6.9%,0.8%,-11.6%,CC(C)(C)n1nc2c(c1NC(=O)c1cccs1)CS(=O)C2 (stereo unspecified)
0.6%,6.8%,-12.3%[60.1 µM],-10.0%,x,-1.5%,5.5%[59 µM],-7.4%,-5.9%,Cc1ccccc1NC(=O)c1ccc(F)c(S(=O)(=O)N2CCN(c3ccccc3F)CC2)c1

Limited to Pol eta inh, Apoferritin bind and BLM inh, for some of the entries so far:
SMILES | Pol eta inh | Apoferritin bind | BLM inh
CN(C)C(CNC(=O)CCNC(=O)c1ccc(Cl)cc1)c1ccco1 (stereo unspecified) | -0.1% | x | x
Cc1noc(NS(=O)(=O)c2ccc(N/C=C/C(=O)c3ccc4c(c3)OCO4)cc2)c1C | 5.2% | u | -1.5%

Some of the compounds tested; rates above refer to the full screens.
